USP28 block – human USP28 deubiquitinase inhibition | inhibition, % at 25 µM | Q96RU2 | actives 3% (n = 47,000) | purified USP28, Ub-rhodamine cleavage fluorescence, 30 min
USP17 block – blocks human USP17 ubiquitin-rhodamine cleavage | purified USP17, Ub-rhodamine cleavage fluorescence, 3 h | inhibition, % at 50 µM | actives 6.5% (n = 47,000) | AID 1645855
UCHL1 inh – inhibitors of human UCHL1 deubiquitinase; P09936; purified UCHL1, Ub-rhodamine cleavage fluorescence; inhibition, % at 20 µM; actives 0.2% (n = 47,000)
USP30 block – human USP30 deubiquitinase inhibition. Q70CQ3. AID 1645860. purified USP30, Ub-rhodamine cleavage fluorescence. inhibition, % at 25 µM. actives 5.3% (n = 47,000)
USP7 block – human USP7 deubiquitinase inhibition | purified USP7, Ub-rhodamine cleavage fluorescence | inhibition, % at 20 µM | Q93009 | actives 0.3% (n = 47,000)
OTUD3 inh – human OTUD3 deubiquitinase inhibition | actives 0.7% (n = 47,000) | inhibition, % at 25 µM | purified OTUD3, Ub-rhodamine fluorescence, 2 h | Q5T2D3 | AID 1645858
USP8 block – blocks human USP8 ubiquitin-rhodamine cleavage | inhibition, % at 20 µM | actives 4.2% (n = 47,000) | P40818 | purified USP8, Ub-rhodamine cleavage fluorescence, 30 min
USP10 inh – blocks human USP10 ubiquitin-rhodamine cleavage | AID 1645856 | Q14694 | purified USP10, Ub-rhodamine fluorescence, 60 min | inhibition, % at 20 µM | actives 1.1% (n = 47,000)
Target sequence (Q14694 whole entry, looked up): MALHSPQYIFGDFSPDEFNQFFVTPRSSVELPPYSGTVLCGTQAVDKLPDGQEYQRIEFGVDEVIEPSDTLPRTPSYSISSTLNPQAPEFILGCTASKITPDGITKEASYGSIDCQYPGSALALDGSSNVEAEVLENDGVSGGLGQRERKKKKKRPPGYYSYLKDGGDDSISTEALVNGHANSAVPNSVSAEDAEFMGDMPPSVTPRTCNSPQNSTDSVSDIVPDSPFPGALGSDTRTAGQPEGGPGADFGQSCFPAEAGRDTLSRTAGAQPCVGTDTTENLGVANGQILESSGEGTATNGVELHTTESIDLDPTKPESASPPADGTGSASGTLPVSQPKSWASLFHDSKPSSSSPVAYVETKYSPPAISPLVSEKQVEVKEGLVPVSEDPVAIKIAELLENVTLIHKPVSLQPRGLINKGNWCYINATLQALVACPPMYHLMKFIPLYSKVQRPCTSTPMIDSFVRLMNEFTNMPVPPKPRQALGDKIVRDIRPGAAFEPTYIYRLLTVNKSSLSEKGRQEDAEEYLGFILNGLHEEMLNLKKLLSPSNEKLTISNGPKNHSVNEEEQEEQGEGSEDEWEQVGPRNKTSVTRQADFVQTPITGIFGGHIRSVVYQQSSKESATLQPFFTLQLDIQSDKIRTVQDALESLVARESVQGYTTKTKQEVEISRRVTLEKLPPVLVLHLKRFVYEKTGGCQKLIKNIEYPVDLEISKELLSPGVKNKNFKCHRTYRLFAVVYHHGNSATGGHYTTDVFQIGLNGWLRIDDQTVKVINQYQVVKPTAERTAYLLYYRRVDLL
Numbers without * were called inactive; i = inactive; nt = no result given. Rule as the data show it: active = inhibition above about 30%; inactive = the rest.

no.	structure	USP28 block	USP17 block	UCHL1 inh	USP30 block
1	COc1ccc(Cn2ccc(-c3ccccc3)c(C#N)c2=O)cc1	20	16	2	21
2	O=C(C1CCCN(c2nccn3nc(-c4cccc(Cl)c4)cc23)C1)N1CCOCC1 (centres undefined)	-66	-69	-3	-264
3	COc1ccc(C(=O)N2CCC3(CC2)OC(C(=O)Nc2ccccc2)Cn2ccnc23)cc1 (centres undefined)	2	0	-3	-4
4	COc1ccc(/C(C)=N\NC(=O)c2ccc(N)cc2)c(OC)c1	0	4	-3	15
5	Cc1ccc(NS(=O)(=O)c2cc(C(=O)NCc3ccncc3)ccc2C)c(C)c1	17	11	3	19
6	CC(C)n1nc2c(c1-c1ccc(F)cc1)[C@H]1CN(Cc3ccccn3)C[C@H]1C2	10	-22	-2	3
7	O=S1(=O)N=C(c2ccc(Br)cc2)Nc2ccccc21	-19	20	-3	-17
8	O=[N+]([O-])c1cc(S(=O)(=O)N2CCCCC2)ccc1Oc1cccc(F)c1	3	5	5	15
9	Cc1noc2nc(C)n(CC(=O)N(C)Cc3ccccc3)c(=O)c12	12	20	2	28
10	Cn1cnc(S(=O)(=O)N2CCCCC2c2nc3ccccc3[nH]2)c1 (centres undefined)	-9	-6	-5	-36
11	COc1c(O)cc(CC(=O)O)c(C(C)=O)c1O	79*	81*	50*	34*
12	Cc1ccc(Cl)cc1NC(=O)N1CCc2nc(N3CCCCC3)ncc2C1	-54	-48	-6	-267
13	COc1cccc(CNC(=O)c2ccc3c(=O)nc4c(-c5cccc(C)c5)n[nH]n4c3c2)c1	-28	-56	-10	-68
14	O=C(NC1CCCCCC1)C(Cc1ccccc1)NS(=O)(=O)c1cccc2nsnc12 (centres undefined)	-1	-14	-2	-5
15	COC(=O)c1ccc(N2CCN(Cc3ccccc3)CC2)c(NC(=O)COc2ccc(C)c(C)c2)c1	-6	-23	0	3

no.	USP7 block	OTUD3 inh	USP8 block	USP10 inh
1	4	14	3	3
2	-35	-73	-14	-8
3	-2	-1	-25	-6
4	4	4	6	7
5	3	9	21	1
6	-4	8	-167	-8
7	2	-9	-2	3
8	-20	18	-3	7
9	5	15	22	0
10	-4	-15	-117	-3
11	-29	78*	21	14
12	-21	-56	-40	-10
13	5	-6	43*	5
14	-31	1	-32	3
15	1	0	-137	0

The list goes on.
no.	structure	USP28 block	USP17 block	UCHL1 inh	USP30 block
16	COc1ccc(N(C)S(=O)(=O)c2cccc3cccnc23)c(OC)c1	-24	-12	-2	-29
17	COc1ccc(C(=O)Nc2ccc(S(=O)(=O)N3CCCCC3)cc2)cc1	66*	-5	5	0
18	COc1ccc([C@@H]2CN(Cc3ccc(OC)c(CO)c3)C[C@]23CCCCC(=O)N3)cc1	-12	-12	0	-63
19	Cc1cc(-c2cccc(S(=O)(=O)N3CCOCC3)c2)n2c(nc3ccccc32)c1C#N	-233	-101	-22	i
20	CCn1c(=O)c2sc(N3CCCC3)nc2n(CC(=O)Nc2cc(F)ccc2C)c1=O	4	24	2	15
21	COc1ccc(C2(C(=O)N3CCC4(CC3)NC(=O)c3ccccc3N4)CCCC2)cc1	-4	-6	-1	-7
22	CC(C)NC(=O)[C@H](Cc1ccccc1)NC(=O)N1CCn2c1nc1ccccc12	17	33*	0	62*
23	Cc1nc(-c2csc(S(=O)(=O)Nc3cccc(C)c3C)c2)no1	0	-5	1	2
24	Cc1nc2cc(-c3sccc3-n3c(C)ccc3C)[nH]n2c(=O)c1C	-75	-15	-4	-349
25	CCSCC[C@H](NC(=O)Cc1c(C)c2ccc(O)c(C)c2oc1=O)C(=O)O	1	1	-5	3
26	COc1cccc(NC(=O)Cc2nnc(SCC(=O)c3ccccc3)n2C)c1	-2	nt	-1	1
27	CCC1(c2ccc(F)cc2)NC(=O)N(CC(=O)c2cc(C)n(C3CC3)c2C)C1=O (centres undefined)	-1	-9	0	-53
28	CCC(=O)Nc1cccnc1-c1ccc(C(=O)NCc2ccc(C)cc2)cc1	2	0	-1	0
29	O=S(=O)(c1cccc(-c2nnc(-c3ccc(F)cc3)o2)c1)N1CCCC1	4	3	3	19
30	COCCNC(=O)c1c(C)oc2c1CN(Cc1ccc(F)cc1)CC2	-26	-44	-6	-52

no.	USP7 block	OTUD3 inh	USP8 block	USP10 inh
16	-2	-8	-13	0
17	0	-2	2	10
18	0	-9	1	0
19	nt	-176	-27	-5
20	-9	-7	2	1
21	-1	-9	0	1
22	-6	12	-5	-1
23	11	0	3	5
24	-1	-46	-118	-2
25	-4	-13	0	-4
26	-3	-13	-30	-1
27	-7	-10	-4	-2
28	5	3	-8	1
29	2	9	5	0
30	-3	-15	-13	-8

Following part
no.	structure	USP28 block	USP17 block	UCHL1 inh	USP30 block
31	COC(=O)c1ccc(N2CCN(C(C)=O)CC2)c(NC(=O)c2ccc(OCc3ccccc3)cc2)c1	9	12	10	30
32	CCC(=O)Nc1ccc(-n2cnc(C(=O)NC3CCCCCC3)c2)nc1	-1	-3	1	0
33	COc1ccc(NS(=O)(=O)c2ccc(C(=O)Nc3cccc(C(C)=O)c3)cc2)cc1	12	46*	3	3
34	O=c1oc2ccccc2c(NCc2ccc3c(c2)OCO3)c1CN1CCCC1	17	31*	4	12
35	CCOC(=O)c1cnc2ccc(OCC)cc2c1Nc1cccc(C)c1C	7	8	5	8
36	CN(C)S(=O)(=O)c1cccc(C(=O)N(CCc2ccccc2)c2nc3ccccc3s2)c1	-5	-5	0	-14
37	COc1ccccc1NC(=O)C1c2ccccc2C(=O)N(C2CCCC2)C12CCCCC2 (centres undefined)	1	4	1	21
38	CCOc1ccc(NC(=O)Cn2cnc(S(=O)(=O)N3CCc4ccccc43)c2)cc1	48*	80*	2	11
39	CC1(C(=O)N2CCC3(CC2)CC(Oc2ccc(Cl)cc2)CO3)CCN(C2CCCC2)CC1 (centres undefined)	-8	-20	-5	4
40	Cc1nc(-c2ccc(S(=O)(=O)N3c4ccccc4CC3C)cc2)co1 (centres undefined)	-11	-16	-2	-36
41	CSc1nc2ncn(CC(=O)Nc3ccccc3C)c(=O)c2s1	7	8	-1	21
42	Cc1ccc(C(N)=O)c(OC(C)C(=O)N2CCCCCC2)c1 (centres undefined)	-8	0	-1	10
43	O=C(Cn1cnc2ccccc2c1=O)c1ccc2c(c1)OCCO2	7	0	0	2
44	Cc1ccc(NC(=O)CN2c3ccccc3S(=O)(=O)c3ccccc32)c(C)c1	0	-1	3	0
45	COC(=O)C(NC(=O)CCc1nnc2ccc(N3CCN(c4cccc(OC)c4)CC3)nn12)C(C)C (centres undefined)	3	7	0	9

no.	USP7 block	OTUD3 inh	USP8 block	USP10 inh
31	8	4	20	4
32	0	0	7	5
33	0	-8	-1	-1
34	0	5	0	-2
35	13	12	3	5
36	6	-6	-1	-3
37	4	2	4	2
38	12	12	1	6
39	-5	-6	-15	-3
40	0	-6	-37	-5
41	nt	5	-2	-1
42	1	-5	-1	0
43	-2	3	-1	0
44	7	0	0	-1
45	1	4	34*	-2

New compounds follow.
no.	structure	USP28 block	USP17 block	UCHL1 inh	USP30 block
46	CCN1CCN(c2ccc(NC(=O)c3cccc(C)c3)cn2)C1=O	11	4	-3	-23
47	O=C(NC1CC(=O)N(c2ccc3c(c2)OCO3)C1)c1ccco1 (centres undefined)	-7	-9	0	5
48	CC(=O)N1CCCC1c1nc(N)ncc1-c1ccc(C(F)(F)F)cc1 (centres undefined)	-21	-6	0	4
49	Cn1c(CC2CCN(C(=O)COc3ccc(F)c(F)c3)C2)nc2cccnc21 (centres undefined)	-5	-15	-2	-21
50	Fc1ccccc1N1CCN(c2ncc3c(n2)CCN(Cc2ccccn2)C3)CC1	6	51*	-1	17
51	CCC(C)C1NC(=O)C(CCC(N)=O)N(C)C(=O)C(C(C)C)N(C)C(=O)CNC(=O)C2CCCN2C(=O)C(Cc2ccccc2)NC(=O)C(C(C)CC)OC(=O)C(CCC(=O)O)N(C)C(=O)C(C(C)C)NC(=O)C2CCCCN2C1=O (centres undefined)	-5	-21	-2	-31
52	O=C(Nc1ccc(Br)cc1)c1cc(CN2CCCC2)on1	30	-7	3	-5
53	CC(C)n1nnc2cc(S(=O)(=O)N3CCCCC3C(=O)O)ccc21 (centres undefined)	3	1	4	3
54	Cc1cc(=O)[nH]c(SCc2cn3ccccc3n2)n1	2	-6	-1	4
55	COc1ccc(S(=O)(=O)Nc2ccc(Nc3ccc(-n4cccn4)nn3)cc2)cc1	12	47*	5	62*
56	CC(C(=O)Nc1ccc2c(c1)OCO2)N1CCN(C)CC1 (centres undefined)	-6	1	-1	0
57	Cc1ccc(-c2noc3ncnc(NCc4ccco4)c23)cc1	-21	-7	-5	-22
58	O=C(c1cccc(F)c1)N1CCN(Cc2nnnn2-c2ccc(F)cc2)CC1	5	13	1	14
59	Cn1c(CCN2CCCC2)nc2cc(NC(=O)C3CCCCC3)ccc21	-11	-5	-2	-37
60	Cc1ccccc1NC(=O)c1[nH]c(C)c(S(=O)(=O)N2CCCC2)c1C	-1	-10	-2	-15

no.	USP7 block	OTUD3 inh	USP8 block	USP10 inh
46	-3	-6	7	-6
47	-3	0	5	1
48	-2	0	1	0
49	-4	-8	-187	-3
50	-8	-15	-18	-3
51	-2	-5	-7	-4
52	-41	3	-30	-1
53	2	12	-24	-1
54	3	3	-15	1
55	8	14	-33	7
56	0	-8	5	0
57	-12	-13	-32	-1
58	-4	5	8	-1
59	-4	-18	-5	-4
60	0	-3	-2	-2

Entries of single compounds, quoted from the list. Screens in order: USP28 block | USP17 block | UCHL1 inh | USP30 block | USP7 block | OTUD3 inh | USP8 block | USP10 inh
`COc1ccc(Cn2ccc(-c3ccccc3)c(C#N)c2=O)cc1` is entered as 20 | 16 | 2 | 21 | 4 | 14 | 3 | 3
`Cc1ccc(NC(=O)CN2c3ccccc3S(=O)(=O)c3ccccc32)c(C)c1` is entered as 0 | -1 | 3 | 0 | 7 | 0 | 0 | -1
`COCCNC(=O)c1c(C)oc2c1CN(Cc1ccc(F)cc1)CC2` is entered as -26 | -44 | -6 | -52 | -3 | -15 | -13 | -8
`CC(C)n1nc2c(c1-c1ccc(F)cc1)[C@H]1CN(Cc3ccccn3)C[C@H]1C2` is entered as 10 | -22 | -2 | 3 | -4 | 8 | -167 | -8

Remaining list, next part.
no.	structure	USP28 block	USP17 block	UCHL1 inh	USP30 block
61	COc1ccc(Cn2cc(S(=O)(=O)N3CCCCC3)ccc2=O)cc1	6	2	8	8
62	COc1ccccc1C(=O)NC1CCN(c2nnc3ccccn23)CC1	-1	-6	2	0
63	CNC(=O)COC(=O)c1c2c(nc3ccccc13)/C(=C/c1ccc(Cl)cc1)CC2	-241	-149	2	i
64	O=C(Nc1ccc(F)cc1F)C1Cc2ccccc2CN1C(=O)c1ccco1 (centres undefined)	-22	14	-11	-113
65	CCCN1C(=O)C2C(C(=O)Nc3ccc(Oc4ccccc4)cc3)C3C=CC2(O3)C1C(=O)NC1CCCCC1 (centres undefined)	-7	0	0	0
66	COc1ccc(-c2nnc3n2CCN(Cc2ccc(C#N)cc2)C3)cc1	13	3	2	14
67	Clc1ccc(-c2nnc3ccc(SCc4ccccn4)nn23)cc1	13	-16	3	0
68	O=C(CSc1nnc(-c2cccnc2)o1)NCCc1ccccc1	-5	-4	0	-12
69	Cc1ccc2c(c1)CCCN2C(=O)c1c(C)nn(-c2ccc(F)cc2)c1C	-7	-12	-6	-14

no.	USP7 block	OTUD3 inh	USP8 block	USP10 inh
61	0	9	-1	2
62	2	-2	-1	1
63	-12	-190	-306	-8
64	-105	-24	22	-8
65	0	4	0	7
66	1	18	15	-2
67	-18	1	-120	2
68	0	2	-6	-1
69	-17	0	-18	-8
